Screening results from PubChem BioAssay.
Glyco luc inh: blocks N-linked glycosylation in D54 reporter cells. reporter increase, % at 12.5 µM. 360,000 tested, 0.23% active. D54 ERlucT glycosylation luciferase reporter, 24 h; percent of 100 nM tunicamycin response;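 active means mean luciferase reporter signal, scaled so untreated is 0 and the glycosylation-blocking control 100, at or above a set limit in every replicate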;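 further: luciferase carries N-glycosylation sites so blocking glycosylation raises the light; 0% = median of neutral control wells and 100% = median of 100 nM tunicamycin wells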
ABHD5 PLIN5 PPI: inhibitors of human ABHD5-perilipin-5 interaction | 360,000 tested, 0.78% active | Split G. princeps luciferase complementation, luminescence, 4 h | Q00G26+Q8WTS1 | AID 602281 | inhibition, % at 4 µM;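 active means inhibition above the mean inhibition across every tested compound plus 3 SD, cut at about 22% in these data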;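 further: 0% = DMSO only wells and the 100% control is not disclosed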
H9c2 protect: modulators protecting cardiomyocytes from myocardial damage. H9c2 cardiomyocytes, H2O2 injury protection, ATPLite, 2 h. 360,000 tested, 0.63% active. AID 588492. protection from H2O2 cell death, % at 20 µM;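 active means compounds giving at least 50% protection of heart cells from peroxide-induced death in the single-dose screen, raw or plate-pattern-corrected value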;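 further: 0% = DMSO wells with peroxide and 100% = DMSO wells without peroxide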
m5-HT2A agonist: agonists of mouse serotonin 5-HT2A receptor (HTR2A) | P35363 | CHO-K1 mHTR2A beta-arrestin complementation, luminescence; percent of 30 µM serotonin response | activation, % at 7.6 µM | 360,000 tested, 0.66% active | AID 624169;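 active means activation above a run cutoff, the mean activation of all tested compounds plus 3 SD, cut at about 14% in these data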;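 further: 0% = plate median of compound wells and 100% = 30 µM serotonin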
Target sequence (P35363 whole entry, looked up): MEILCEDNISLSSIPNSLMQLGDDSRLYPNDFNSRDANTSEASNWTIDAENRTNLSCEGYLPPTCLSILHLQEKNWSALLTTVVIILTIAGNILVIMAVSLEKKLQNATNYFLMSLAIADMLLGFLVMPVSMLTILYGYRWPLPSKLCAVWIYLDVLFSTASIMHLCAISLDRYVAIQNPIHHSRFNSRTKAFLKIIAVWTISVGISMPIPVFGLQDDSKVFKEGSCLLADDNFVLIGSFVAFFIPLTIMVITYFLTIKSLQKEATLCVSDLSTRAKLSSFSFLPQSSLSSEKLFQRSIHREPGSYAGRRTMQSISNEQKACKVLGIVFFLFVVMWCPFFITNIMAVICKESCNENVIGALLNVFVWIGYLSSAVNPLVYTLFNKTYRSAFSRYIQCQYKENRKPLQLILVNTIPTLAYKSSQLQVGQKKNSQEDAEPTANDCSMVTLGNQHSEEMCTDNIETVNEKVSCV
NOD2 RIPK2 PPI: NOD2-RIPK2 protein interaction inhibition. O43353. CHO BLA complementation NOD2-RIPK2, CCF4 ratio. inhibition, % at 4.98 µM. 360,000 tested, 0.38% active. AID 624267; in the data active means inhibition above about 21%;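 further: 0% = vehicle only and 100% = reference blocker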
MC4R barr agon: human MC4R agonism via beta-arrestin. activation, % at 8.9 µM. P32245. U2OS MC4R beta-arrestin complementation, luminescence; percent of melanotan II response, DMSO zero. AID 540308. 360,000 tested, 0.98% active;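 active means activation above a per-plate cutoff, the mean activation of sample wells on that plate plus 3 SD, cut at about 8% in these data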
Target sequence (P32245 whole entry, looked up): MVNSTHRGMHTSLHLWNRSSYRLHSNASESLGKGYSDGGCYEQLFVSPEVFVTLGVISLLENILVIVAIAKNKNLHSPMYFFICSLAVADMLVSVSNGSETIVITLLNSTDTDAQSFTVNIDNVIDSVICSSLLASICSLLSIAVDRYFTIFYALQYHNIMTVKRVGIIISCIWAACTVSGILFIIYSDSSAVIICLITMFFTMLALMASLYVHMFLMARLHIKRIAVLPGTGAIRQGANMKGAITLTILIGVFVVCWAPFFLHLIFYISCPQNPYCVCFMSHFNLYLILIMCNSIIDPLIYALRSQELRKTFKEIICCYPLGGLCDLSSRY
MC4R antagonist: human MC4R antagonism in cAMP assay; inhibition, % at 6.5 µM; P32245; MC4R-expressing cells, MTII-stimulated cAMP, LANCE TR-FRET; 360,000 tested, 0.48% active;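 active means inhibition above its plate's cutoff, the mean of tested wells on that plate plus 3 SD, cut at about 29% in these data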;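 further: 0% = Melanotan II alone and 100% = Melanotan II plus saturating MCL0020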
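Material – human MC4R-expressing U2OS cells · Repeats – no replicates · Detection – TR-FRET with Eu-cAMP and labeled anti-cAMP, 671 nm · Times – compound 30 min, challenge 1 h, detection 1 h · Compound – single nominal compound dose of 6.5 µM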
SRC2 inh: inhibits human steroid receptor coactivator 2; Q15596; HEK293 GAL4-SRC2 luciferase reporter, luminescence; inhibition, % at 9 µM; 370,000 tested, 0.17% active; AID 651957;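 active means inhibition above the mean inhibition of all tested compounds plus 3 SD, set per campaign, cut at about 52% in these data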;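 further: 0% = DMSO treated cells and 100% = cells given Gossypol at 36 µM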
TLR9-MyD88 block: TLR9-MyD88 interaction inhibition; 340,000 tested, 0.21% active; AID 504734; inhibition, % at 4.98 µM; CHO BLA complementation TLR9-MyD88, CCF4 FRET ratio;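 active means inhibition above the mean over all tested compounds plus 3 SD, cut at about 21% in these data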;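 further: 0% = DMSO only wells and 100% = clavulanate BLA inhibitor control wells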
ABCB6 inh 2: inhibitors of human ABC transporter ABCB6; K562-ABCB6 porphyrin accumulation, flow cytometry, 1 h; stronger effect = lower value; fluorescence ratio to DMSO, % at 10 µM; 360,000 tested, 0.19% active;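 active means fluorescence ratio to DMSO below 75%, the collection mean minus 3 SD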;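 further: signal is porphyrin accumulated inside mitochondria; 100% equals median channel fluorescence of DMSO control wells; lower ratio means ABCB6 inhibition with less porphyrin fluorescence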
Numbers without * were called inactive; / = no result given. Some of the compounds tested; rates above refer to the full screens.

SMILES | Glyco luc inh | ABHD5 PLIN5 PPI | H9c2 protect | m5-HT2A agonist | NOD2 RIPK2 PPI | MC4R barr agon | MC4R antagonist | SRC2 inh | TLR9-MyD88 block | ABCB6 inh 2
COc1ccc(C2c3ccsc3CCN2C(=O)C(C)(C)C)cc1 (stereo not given) | 0 | 1 | -6 | -2 | 6 | 0.9 | 11 | 4 | -11 | 94
CC(=O)N1CCN(C(=O)c2ccc(Cl)c(NC(=O)c3cccs3)c2)CC1 | -2 | 5 | 13 | 15* | -3 | -1.2 | 1 | -2 | -1 | 94
C=CCc1ccc2oc(C(=O)OCC)cc(=O)c2c1O | 2 | 3 | 1 | 2 | 0 | -0.3 | 16 | -46 | -5 | 97
C=CCN1CCN(c2ccncc2S(=O)(=O)N2CCOCC2)CC1 | 2 | -6 | 9 | -1 | -2 | -0.8 | -3 | 17 | -3 | 90
CCOC(=O)[C@]12CCCC=C1N(CCc1ccc(OC)c(OC)c1)C(=O)[C@H](CC(=O)NCc1ccccc1)C2 | / | 3 | / | 7 | -4 | / | / | 3 | / | /
O=C(CC1c2ccccc2C=C(c2ccsc2)N1c1ccc(-c2cccnc2)cc1)C1CC1 (stereo not given) | / | -2 | / | 3 | -5 | / | / | -28 | / | 95
Cc1cc(S(=O)(=O)Nc2ccc(C(=O)NCC3(N(C)C)CCCCC3)cc2)ccc1F | -2 | 10 | 14 | -8 | -1 | -1.9 | 1 | -11 | 1 | 99
COC(=O)[C@@H]1CCCN1C(=O)c1ccc(OC2CCN(Cc3ccccn3)CC2)cc1 | -2 | 11 | -2 | 9 | -11 | 1.4 | 1 | -7 | 4 | 93
COc1cccc(-c2oc3c(c2C#CCCO)C(O)CCC3)c1 (stereo not given) | / | 2 | / | -2 | 7 | / | / | -30 | / | 96
CCn1nc(C)cc1C(=O)N1CCCC(N2CCN(Cc3ccc4c(c3)OCO4)CC2)C1 (stereo not given) | 0 | -14 | 3 | -3 | -6 | -0.6 | 3 | 5 | -1 | 104
COc1ccc(-c2coc3cc(OC(C)=O)ccc3c2=S)cc1 | -2 | -18 | -11 | -2 | -13 | 1.0 | -1 | -89 | 1 | 100
CN(C(=O)COC(=O)c1ccccc1NCCO)C1CCS(=O)(=O)C1 (stereo not given) | -1 | 0 | 12 | -3 | -2 | -2.4 | 14 | 2 | 1 | 92
Cc1cc(N2CCN(c3cccc(C(F)(F)F)c3)CC2)n2nc(C)nc2n1 | 4 | 1 | 5 | -2 | -6 | 0.0 | 7 | -4 | -5 | 96
CNc1ncnc2c1ncn2[C@@H]1O[C@H](CO)[C@@H](O)[C@H]1O | 2 | 4 | 9 | 5 | -6 | 0.6 | 19 | -23 | -13 | 110
CCOc1cccc(OCCOCCOc2ccccc2C(C)=O)c1 | 2 | -7 | -14 | 0 | -3 | -1.9 | -1 | 17 | 11 | 89
O=C(Oc1ccccc1)c1ccccc1C(=O)Oc1ccccc1 | -1 | 6 | -9 | -3 | 6 | -0.3 | 6 | -7 | 16 | 97
CC(C)(C)NC(=O)C(c1ccccn1)N(C(=O)c1ccc2c(c1)OCCO2)C1CCCC1 (stereo not given) | 1 | -3 | 19 | 7 | 3 | 1.4 | 0 | 6 | -4 | 102
Cc1nc(-c2noc(-c3cccc(Cl)c3)n2)c(C(F)(F)F)o1 | -2 | -7 | -2 | -4 | -11 | 2.4 | 2 | -49 | -2 | 101
O=C(NCCCn1ccnc1)C(=O)NCC1OCCN1S(=O)(=O)c1ccccc1 (stereo not given) | 1 | 1 | 0 | 2 | -3 | -1.4 | 5 | 12 | 12 | 99
Cc1ccccc1CC1(CO)CCCN(Cc2ccc(C#CC(C)(C)O)cc2)C1 (stereo not given) | -2 | 3 | -2 | 0 | 2 | -2.7 | 9 | -23 | -1 | 97

Sorted by value in ABHD5 PLIN5 PPI (highest first): six of the compounds above.
SMILES	Glyco luc inh	ABHD5 PLIN5 PPI	m5-HT2A agonist	NOD2 RIPK2 PPI	MC4R barr agon	MC4R antagonist	SRC2 inh	TLR9-MyD88 block	ABCB6 inh 2
COC(=O)[C@@H]1CCCN1C(=O)c1ccc(OC2CCN(Cc3ccccn3)CC2)cc1	-2	11	9	-11	1.4	1	-7	4	93
CC(=O)N1CCN(C(=O)c2ccc(Cl)c(NC(=O)c3cccs3)c2)CC1	-2	5	15*	-3	-1.2	1	-2	-1	94
C=CCc1ccc2oc(C(=O)OCC)cc(=O)c2c1O	2	3	2	0	-0.3	16	-46	-5	97
COc1ccc(C2c3ccsc3CCN2C(=O)C(C)(C)C)cc1 (stereo not given)	0	1	-2	6	0.9	11	4	-11	94
CN(C(=O)COC(=O)c1ccccc1NCCO)C1CCS(=O)(=O)C1 (stereo not given)	-1	0	-3	-2	-2.4	14	2	1	92
C=CCN1CCN(c2ccncc2S(=O)(=O)N2CCOCC2)CC1	2	-6	-1	-2	-0.8	-3	17	-3	90

Profiles as entered above. Values in the order: Glyco luc inh	ABHD5 PLIN5 PPI	H9c2 protect	m5-HT2A agonist	NOD2 RIPK2 PPI	MC4R barr agon	MC4R antagonist	SRC2 inh	TLR9-MyD88 block	ABCB6 inh 2
O=C(NCCCn1ccnc1)C(=O)NCC1OCCN1S(=O)(=O)c1ccccc1 (stereo not given) is listed as 1	1	0	2	-3	-1.4	5	12	12	99
CCOC(=O)[C@]12CCCC=C1N(CCc1ccc(OC)c(OC)c1)C(=O)[C@H](CC(=O)NCc1ccccc1)C2 is listed as /	3	/	7	-4	/	/	3	/	/

(further entries)
SMILES | Glyco luc inh | ABHD5 PLIN5 PPI | H9c2 protect | m5-HT2A agonist | NOD2 RIPK2 PPI | MC4R barr agon | MC4R antagonist | SRC2 inh | TLR9-MyD88 block | ABCB6 inh 2
CCCc1cc(=O)[nH]c(SCC(N)=O)n1 | 2 | -5 | 5 | -5 | 0 | -2.9 | 4 | -2 | -1 | 101
O=C(Nc1nc2ccccc2s1)C1=NN(c2ccccc2)C(=O)CC1 | -1 | 3 | 8 | -2 | -5 | 4.9 | 14 | -24 | 10 | 101
COc1cc(Br)c(Br)cc1N | 0 | 10 | 6 | -2 | -5 | 0.7 | -2 | -8 | -3 | 103
CC(=O)Nc1ccc2cc3ccc(NC(C)=O)cc3nc2c1 | 36* | -14 | 3 | 0 | 2 | 0.2 | -33 | -26 | -3 | 112
CC(C)(C)C(=O)/C(=C/c1ccc(Cl)cc1)n1cncn1 | -22 | 21 | 0 | 1 | -18 | 0.0 | 2 | 62* | 5 | 96
Cc1ccc(N2CC(C(=O)NCCCn3ccnc3)CC2=O)cc1 (stereo not given) | 3 | -3 | -7 | 0 | -4 | -1.5 | -3 | 21 | 1 | 81
COc1cccc(C(c2c(O)nc(SC)n(C)c2=O)c2c(O)nc(SC)n(C)c2=O)c1 | -2 | 0 | -8 | 1 | 1 | 1.9 | 8 | 4 | -1 | 102
CC(C)(C)c1ccc(-c2csc(NNC3=NCCCCC3)n2)cc1 | -2 | -26 | -3 | 4 | -4 | -0.4 | 10 | -32 | -2 | 96
CCN(CC)C(=O)c1ccc(-c2ccccc2)cc1 | 0 | 0 | 5 | -2 | -3 | 0.0 | -2 | -21 | -3 | 95
COc1ccc(N2CC(C)Cn3c2nc2c3c(=O)n(CCN3CCOCC3)c(=O)n2C)cc1 (stereo not given) | 4 | 1 | 6 | 6 | -19 | 0.3 | -2 | -15 | -13 | 106
CCN1CCN(C(=O)C(C)N(c2ccc(C)cc2)S(C)(=O)=O)CC1 (stereo not given) | 1 | -1 | 8 | 0 | -1 | -1.5 | 20 | -25 | -11 | 103
O=C(NC1=NCCS1)C1CC(=O)N(c2ccc(Cl)cc2)C1 (stereo not given) | 0 | 4 | -4 | -3 | -10 | -0.9 | -1 | 6 | 0 | 99
COc1ccc(-c2noc(CCCOc3ccccc3)n2)cc1OC | 0 | -5 | -11 | -5 | -1 | 0.4 | -1 | -6 | -7 | 98
CN(C)C(=O)CCc1ccc2c3c([nH]c2c1)[C@]1(CCC2CCCC2)[C@@H](C(=O)N2CCOCC2)C[C@H](CC(=O)NCCN2CCOCC2)C(=O)N1CC3 | 4 | -2 | 2 | 1 | -7 | 0.4 | 15 | -14 | -9 | 101
Cc1ccccc1C(=O)Nc1ccc(-c2nnc(SC(C)C(=O)O)n2C)cc1 (stereo not given) | 3 | 3 | 6 | -5 | -3 | -0.1 | 13 | -3 | 2 | 94
O=C(Nc1cccc(-c2cn3ccccc3n2)c1)c1cccs1 | 0 | 1 | 5 | -4 | -14 | -2.0 | 4 | -57 | -3 | 95
CCOC(=O)c1c(-c2cccc([N+](=O)[O-])c2)csc1NC(=O)C1CC1 | -4 | -14 | 1 | 5 | -5 | 0.7 | 8 | -21 | 3 | 95
CCOc1ccc(Nc2ncnc(N)n2)cc1 | 2 | 0 | -2 | 3 | -6 | -1.3 | 15 | -26 | -3 | 97
CC1CCN(C(c2ccc(N(C)C)cc2)c2nnnn2Cc2ccccc2)CC1 (stereo not given) | 0 | 0 | -18 | 0 | -6 | -2.0 | -3 | -9 | -3 | 97
CC(C)(C)NC(NC(=O)Cc1ccccc1)C(Cl)(Cl)Cl (stereo not given) | 0 | 3 | 4 | -1 | -1 | -0.4 | 7 | -8 | -3 | 102
C[C@H]1C=C(C(=O)O)O[C@@H](OCc2ccc(CO)cc2)C1 | 6 | -10 | 1 | 2 | 10 | 0.1 | 3 | -4 | 8 | 102
CCCn1c(N2CCN(Cc3ccc(Cl)cc3)CC2)nc2ccccc21 | -2 | 4 | -10 | 22* | 9 | -0.4 | 2 | 10 | -11 | 94
CCCCN(C(=O)c1ccc(Cl)c(S(=O)(=O)N2CCOCC2)c1)c1c(N)n(CCC)c(=O)[nH]c1=O | 2 | 4 | -4 | 5 | -2 | -0.6 | 2 | -7 | 1 | 103
Cc1ccc(NC(=O)C2CCCN2C(=O)Oc2ccccc2)cc1 (stereo not given) | 1 | 10 | 1 | -12 | -10 | 0.7 | 2 | -14 | 0 | 92
COc1cc(Oc2ccccc2)nc(N)n1 | -3 | 0 | -5 | -3 | 5 | -1.0 | 5 | -28 | 3 | 102
CCCC(CCC(=O)Nc1ccc(C(=O)OCC)cc1)C(=O)O (stereo not given) | -2 | 4 | 7 | 1 | -4 | -0.6 | 17 | -21 | -6 | 93

Records listed above marked active in Glyco luc inh:
compound	Glyco luc inh	ABHD5 PLIN5 PPI	m5-HT2A agonist	NOD2 RIPK2 PPI	MC4R barr agon	MC4R antagonist	SRC2 inh	TLR9-MyD88 block	ABCB6 inh 2
CC(=O)Nc1ccc2cc3ccc(NC(C)=O)cc3nc2c1	36*	-14	0	2	0.2	-33	-26	-3	112
